Screening results deposited in PubChem by several laboratories.
ABCB1 inh: blocks JC-1 efflux by human ABCB1 transporter; 0.067% of 190,000 active; inhibition, % at 6.6 µM; P08183; CCRF-Adr cells, flow cytometry; AID 1326; in the data active = inhibition above about 40%;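 also: 0% = vehicle and 100% = reference inhibitor; higher value means more JC-1 retained so stronger ABCB1 efflux block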
ABCG2 inh: human ABCG2 inhibition, ABCB1 as counter-screen; Q9UNQ0; IgMXP3 cells, JC-1 efflux, flow cytometry; inhibition, % at 6.6 µM; 0.1% of 190,000 active; AID 1325;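 active = inhibition above 80%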;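 also: 0% = DMSO and 100% = nicardipine control wells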
Target sequence (Q9UNQ0 whole entry, looked up): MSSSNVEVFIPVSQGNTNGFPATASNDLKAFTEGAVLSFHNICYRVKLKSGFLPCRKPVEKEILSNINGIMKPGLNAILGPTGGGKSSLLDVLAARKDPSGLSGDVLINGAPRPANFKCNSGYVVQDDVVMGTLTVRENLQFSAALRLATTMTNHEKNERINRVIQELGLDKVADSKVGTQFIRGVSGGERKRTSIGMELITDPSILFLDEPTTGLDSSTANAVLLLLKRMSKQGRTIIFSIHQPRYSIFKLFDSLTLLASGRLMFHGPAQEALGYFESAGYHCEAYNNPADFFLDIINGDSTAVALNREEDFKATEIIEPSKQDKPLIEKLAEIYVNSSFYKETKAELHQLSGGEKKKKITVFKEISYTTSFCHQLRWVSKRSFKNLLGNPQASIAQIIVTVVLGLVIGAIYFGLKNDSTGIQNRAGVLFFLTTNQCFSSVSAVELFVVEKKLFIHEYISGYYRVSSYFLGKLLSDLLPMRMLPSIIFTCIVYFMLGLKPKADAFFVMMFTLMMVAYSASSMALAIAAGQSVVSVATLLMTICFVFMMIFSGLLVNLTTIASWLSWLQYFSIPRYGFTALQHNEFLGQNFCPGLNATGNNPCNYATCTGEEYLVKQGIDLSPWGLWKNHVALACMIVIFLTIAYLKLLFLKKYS
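Test system: IgMXP3 (ABCG2) plus far-red-tagged CCRF-Adr (ABCB1) cells. Reagent: JC-1 dye as substrate. Timing: 10 min exposure at 25 °C with rotation, no wash. Measured by: flow cytometric JC-1 green MFI at 530 nm. Read-out: percent efflux inhibition, scaled nicardipine 100% to DMSO 0%. Control set: nicardipine and DMSO wells.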
Cdc42 wt GTP: changes GTP binding to wildtype human Cdc42; 0.2% of 190,000 active; AID 761; GST-Cdc42 beads, Bodipy-GTP binding, flow cytometry; actives lie on both sides; percent activity (GTP binding), % at 10 µM;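 active = percent activity GTP binding at least 20 points away from the 100% baseline, either down as inhibitor or up as activator; inconclusive = compound flagged as likely green fluorescent from well-wide comparison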;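 also: median bead fluorescence of bound Bodipy-FL-GTP at 100 nM; 0% = excess unlabeled GTP control and 100% = no compound control; below 100% means less GTP binding so inhibitor and above means activator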
Target sequence (P60953 whole entry, looked up): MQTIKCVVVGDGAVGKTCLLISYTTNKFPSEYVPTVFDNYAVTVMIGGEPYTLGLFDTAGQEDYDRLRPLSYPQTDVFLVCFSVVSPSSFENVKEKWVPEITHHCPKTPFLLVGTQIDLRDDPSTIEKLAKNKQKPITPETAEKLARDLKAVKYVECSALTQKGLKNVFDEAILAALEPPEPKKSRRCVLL
Pf gamet viab: kills late stage P. falciparum gametocytes | P. falciparum stage V gametocytes, ATP luminescence, 24 h | inhibition, % at 10.9 µM | 0.065% of 150,000 active | AID 743093;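 active = inhibition above the mean plus 3 SD of compounds within the control limits, set per campaign, cut at about 38% in these data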;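 also: 0% = DMSO wells and 100% = medium only without gametocytes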
HRas wt GTP: changes GTP binding to wildtype human HRas; GST-Ras wt beads, Bodipy-FL-GTP binding, flow cytometry; actives lie on both sides; GTP binding activity, % at 10 µM; 0.14% of 190,000 active; AID 759;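 active = GTP binding activity at least 20% away from the 100% baseline, either lowered as inhibitor or raised as activator; inconclusive = flagged as likely green fluorescent, judged across all proteins in the well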;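 also: 0% = unlabeled GTP competition control and 100% = no-compound control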
Target sequence (P01112 whole entry, looked up): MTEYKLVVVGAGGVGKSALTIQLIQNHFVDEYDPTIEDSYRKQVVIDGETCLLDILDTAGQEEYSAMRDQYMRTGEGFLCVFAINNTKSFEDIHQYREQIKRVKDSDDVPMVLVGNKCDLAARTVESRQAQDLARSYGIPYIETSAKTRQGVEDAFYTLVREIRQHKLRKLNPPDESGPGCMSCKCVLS
GSH fluor: GSH bead compound fluorescence profile; GSH beads flow cytometry, compound fluorescence 488/530 nm; active compounds read high; fluorescence (KMESF) at 10 µM; 0.25% of 190,000 active; AID 1776; in the data active = fluorescence above about 89;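 also: glutathione beads carrying GST-tagged Bcl family fusion proteins plus one bare bead set; values are compound well signal with DMSO vehicle wells as background; inactives centre near 16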
Avidin fluor: compound fluoresces at 488/530 nm on avidin beads; compound fluorescence 488/530 nm, flow cytometry; active compounds read high; fluorescence (KMESF) at 10 µM; 0.38% of 220,000 active; in the data active = fluorescence above about 47; also: inactives centre near 10
Rab2 wt GTP: changes GTP binding to wildtype dog Rab2A, up or down; P61105; GST-Rab2 wt beads, Bodipy-GTP binding, flow cytometry; GTP binding activity, % at 10 µM; 0.19% of 190,000 active;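 active = GTP binding activity at least 20 points away from 100%, either lowered or raised; inconclusive = signal likely due to the compound's own green fluorescence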;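 also: 0% = beads with excess unlabeled GTP and 100% = no-compound control corrected for plate trend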
Rac1 act GTP bind: human Rac1 activated mutant GTP binding change | P63000 | GST-Rac1 activated beads, fluorescent GTP binding, flow cytometry; actives lie on both sides; 100% means binding = to untreated wells | percent activity (GTP binding), % at 10 µM | 0.11% of 190,000 active;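 active = GTP binding at least 20 percentage points away from the 100% baseline, in either direction, so actives lie on both sides; inconclusive = Compound likely fluorescent itself, or too few beads counted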
Rab7 wt GTP bind: alters GTP binding to wildtype dog Rab7; GST-Rab7 beads, fluorescent GTP binding, flow cytometry; actives lie on both sides; untreated = 100%, excess cold GTP = 0%; 0.055% of 190,000 active; GTP binding activity (percent of control), % at 10 µM;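 active = fluorescent GTP binding to Rab7 beads changed by at least 20 points from the 100% baseline, either direction, mostly lower; inconclusive = compound itself probably fluorescent, or too few beads counted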;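 also: median green fluorescence of bound Bodipy-FL-GTP per Rab7 bead population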
Rac1 wt modul: modulators of human Rac1 wildtype GTP binding | P63000 | 0.27% of 190,000 active | GTP binding activity (% of control), % at 10 µM | GST-Rac1 beads, fluorescent GTP binding, flow cytometry; actives lie on both sides; 0 = cold GTP competed, 100 = untreated;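 active = GTP binding activity at least 20 points away from the 100% control level, either lower or higher; inconclusive = compound flagged as likely green fluorescent, judged across all proteins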
Numbers without * were called inactive; ? = inconclusive; / = not tested or not shown.

SMILES	ABCB1 inh	ABCG2 inh	Cdc42 wt GTP	Pf gamet viab	HRas wt GTP	GSH fluor	Avidin fluor	Rab2 wt GTP	Rac1 act GTP bind	Rab7 wt GTP bind	Rac1 wt modul
CN(CCNC(=O)C1(O)c2ccccc2NC(=O)N1c1ccccc1)Cc1ccccc1 (stereo not drawn)	0.8	2.8	?	/	?	11	9	?	?	?	?
Cc1cc(C(=O)NNC(=S)NC(C)c2ccccc2)cs1 (stereo not drawn)	-0.6	-3.9	95.0	-0.1	102.0	11	13	100.0	101.0	97.0	101.0
COC(=O)c1c(-c2ccccc2)csc1NC(=O)c1ccco1	-1.0	0.6	101.0	/	99.0	30	2	101.0	97.0	98.0	99.0
c1coc(CNc2ncnc3c2oc2ccccc23)c1	0.2	1.4	95.0	/	96.0	20	2	95.0	97.0	95.0	99.0
Cc1cc(-c2csc(NCc3ccccc3)n2)c(C)n1C	0.7	1.9	95.0	/	94.0	13	6	93.0	93.0	96.0	100.0
CCOC(=O)C1=C(CS(=O)(=O)c2ccccc2)NC(=O)NC1c1ccccc1 (stereo not drawn)	0.3	1.6	103.0	/	102.0	24	9	101.0	101.0	103.0	106.0
CC1(C)Cc2nc(N3CCCC3)c(C#N)cc2CO1	0.5	2.2	96.0	/	103.0	11	22	99.0	96.0	107.0	102.0
Cc1ccc(N/C=C(\C2OC(=O)c3ccccc32)[N+](=O)[O-])c(C)c1 (stereo not drawn)	2.4	3.6	94.0	/	94.0	16	10	94.0	89.0	101.0	91.0
O=C(CN1C(=O)CCSc2ccccc21)Nc1ccc(F)cc1	0.6	3.3	91.0	3.5	93.0	35	12	93.0	89.0	92.0	86.0
O=C(C1=NNCC1c1ccc(Cl)cc1)C1CO1 (stereo not drawn)	-0.2	-0.3	102.0	-13.2	102.0	10	13	101.0	102.0	104.0	105.0
CN(c1ncc(C(F)(F)F)cc1Cl)N1C(=O)c2cccc(N)c2C1=O	1.5	8.8	97.0	/	98.0	15	12	96.0	96.0	102.0	98.0
CC(C)(C)c1ccc(OCC(=O)NCc2ccco2)cc1	0.8	4.1	101.0	-18.9	101.0	18	37	100.0	99.0	100.0	101.0
Cc1cc(C(=O)O)c(S(C)(=O)=O)s1	-0.5	2.1	104.0	/	102.0	37	14	104.0	100.0	102.0	105.0
N/C(=N\c1nc2c(c(=O)[nH]1)CCCC2)Nc1ccc(Oc2ccccc2)cc1	0.3	5.2	100.0	22.4	99.0	63	7	98.0	98.0	93.0	103.0
COc1cc(/C=C(\C#N)C(=O)Nc2cccc3ncccc23)ccc1O	1.7	30.2	95.0	/	97.0	14	10	98.0	91.0	106.0	100.0
S=c1[nH]c(-c2ccccc2)cs1	1.6	14.4	91.0	12.8	95.0	18	11	93.0	91.0	101.0	97.0
CC(C)CCN1CCN(Cc2ccc(C(F)(F)F)cc2)CC1CCO (stereo not drawn)	10.2	19.3	95.0	2.3	94.0	12	12	95.0	93.0	93.0	94.0
O=[N+]([O-])c1cc(C(F)(F)F)ccc1N1CCCNCC1	-0.1	-0.9	94.0	-6.7	98.0	17	6	97.0	98.0	98.0	99.0
Clc1ccc(-c2cc3ccccc3nc2N2CCOCC2)cc1	-1.0	-2.0	92.0	-8.4	92.0	14	5	92.0	93.0	95.0	89.0
CC(C)c1ccc(/C=C/C(=O)NC2CCCCC2)cc1	0.7	10.5	100.0	-9.0	103.0	6	3	101.0	102.0	98.0	108.0
CC(C)(C)OC(=O)N1CCCC1C(=O)NCCc1ccccc1 (stereo not drawn)	0.1	0.0	104.0	/	104.0	16	35	100.0	103.0	102.0	103.0
COc1ccc(-n2nc3c(c2NC(=O)c2ccc(N4C(=O)CCC4=O)cc2)CSC3)cc1	-0.7	-2.6	99.0	/	98.0	15	11	98.0	96.0	99.0	95.0
COc1ccc(C)cc1NC(=O)CNc1ccccc1CN(C)C1CCCCC1	0.1	1.5	93.0	/	95.0	7	25	93.0	92.0	93.0	93.0
CC(C)Nc1nnc(SCC(=O)NCc2ccc3c(c2)OCO3)s1	0.8	2.8	94.0	-17.2	94.0	18	25	94.0	96.0	92.0	97.0
CC(C)NC(=O)COC(=O)Cn1[nH]c(=O)c2ccccc2c1=O	-0.1	-4.2	102.0	-5.5	103.0	15	12	99.0	101.0	105.0	102.0
Nc1nc(Cl)nc2ccc(Br)cc12	-0.7	-5.0	100.0	-8.4	101.0	9	3	101.0	101.0	103.0	103.0
O=C(Nc1ccc(N2CCOCC2)c(Cl)c1)c1cccnc1Cl	1.2	11.8	100.0	/	102.0	16	6	101.0	97.0	103.0	105.0
Cc1cc(C)cc(NC(=O)C(Sc2ncnc3ccccc23)c2ccccc2)c1 (stereo not drawn)	-0.3	0.7	102.0	-3.8	100.0	11	1	101.0	100.0	100.0	106.0
Cc1noc(/C=C/N(C)C)c1S(=O)(=O)N(C)CC(=O)N1CCc2ccccc21	0.1	0.3	97.0	/	97.0	48	5	97.0	94.0	100.0	98.0
COc1ccc(N2CCN(C(=O)c3ccc4c(=O)n(CCc5ccc(OC)c(OC)c5)c(=O)[nH]c4c3)CC2)cc1	21.1	13.8	98.0	/	98.0	16	14	97.0	94.0	96.0	101.0
COc1cccc2c(=O)cn[nH]c12	0.5	5.1	101.0	/	96.0	9	3	95.0	97.0	96.0	104.0
CC(C)(C)c1ccc(OCc2ccc(C(=O)N/N=C/c3ccc([N+](=O)[O-])cc3)o2)cc1	0.2	1.0	104.0	1.6	101.0	46	1	103.0	102.0	94.0	101.0
CCCN1CCN(c2ccc(S(N)(=O)=O)cc2[N+](=O)[O-])CC1	0.4	1.4	97.0	-18.7	97.0	13	7	99.0	96.0	104.0	96.0
COc1ccc(-n2ncc3c(NCc4ccccn4)ncnc32)cc1	1.2	9.9	94.0	/	95.0	22	27	94.0	95.0	96.0	97.0
O=C(Cn1c2ccc(F)cc2c2nc3n(c(=O)c21)CCS3)Nc1ccccc1C(F)(F)F	2.1	0.2	98.0	12.6	97.0	8	14	98.0	95.0	96.0	97.0
CCCc1nnc(NC(=O)c2cc(OC)cc(OC)c2)s1	-0.4	14.1	105.0	/	100.0	24	34	102.0	97.0	97.0	112.0
COc1ccc(C(=O)N2CCN(c3nc4ccccc4o3)CC2)cc1OC	0.1	0.5	103.0	/	105.0	23	6	101.0	101.0	102.0	105.0
CCOC(=O)C1=C(C)Nc2ccccc2N=C1NC(=O)c1cccc(S(=O)(=O)NCc2ccccc2)c1	0.3	1.7	104.0	16.8	104.0	13	13	103.0	100.0	103.0	106.0
O=C(Nc1ccccc1N1CCOCC1)c1ccccc1[N+](=O)[O-]	-0.1	0.2	107.0	-1.4	104.0	21	24	106.0	101.0	103.0	109.0
COc1ccccc1-c1cc(C(=O)NC(C)C)no1	1.0	6.9	99.0	/	98.0	31	11	97.0	96.0	96.0	98.0
COc1ccccc1CNc1ncnc2cc(OC)c(OC)cc12	1.9	3.7	93.0	-6.5	97.0	15	8	96.0	97.0	102.0	100.0
FC(F)(F)c1cccc(NC(=S)NNC(=S)NCc2ccccc2)c1	-0.6	-0.2	81.0	/	86.0	14	28	84.0	80.0*	86.0	80.0
CCC(=O)Nc1ccccc1C(=O)OCC(=O)c1ccc2ccccc2c1	0.5	1.3	103.0	-8.6	103.0	38	8	100.0	99.0	100.0	105.0
COc1ccc(-c2cn[nH]c2-c2ccc(OCc3ccc([N+](=O)[O-])cc3)cc2O)cc1	0.6	26.4	93.0	/	93.0	13	6	94.0	94.0	97.0	96.0
CN1C(=O)/C(=C\C=C2/CCCN2C)N(C)C1=S	0.0	8.7	101.0	11.4	101.0	14	8	102.0	96.0	109.0	99.0
CCOc1ccc(NC(=O)c2cc3n(n2)C(C(F)(F)F)CC(c2ccco2)N3)cc1 (stereo not drawn)	1.3	6.4	102.0	/	103.0	39	15	99.0	98.0	99.0	99.0
NC(=O)c1ccc(CN2CCC(Cc3ccccc3)CC2)cc1	0.1	-0.5	92.0	-2.0	95.0	9	11	95.0	91.0	110.0	96.0
CCCOC(=O)c1ccc(Nc2nc(C)cc(=O)[nH]2)cc1	0.3	2.9	98.0	/	98.0	53	9	100.0	99.0	99.0	100.0
c1ccc(Nc2c(-c3ccco3)nc3ccccn23)cc1	1.7	1.7	99.0	9.8	102.0	4	14	100.0	102.0	105.0	106.0
Cc1nc2cc(F)ccc2n1C1CCN(C(=O)c2c(F)cccc2F)CC1	0.2	-0.1	88.0	-5.0	92.0	9	25	89.0	93.0	95.0	91.0
Cn1c(=O)c2c(nc(CN3CCCCC3)n2Cc2c(F)cccc2Cl)n(C)c1=O	0.9	-0.2	96.0	/	95.0	19	7	95.0	95.0	94.0	98.0
CN(/C(=N/S(=O)(=O)c1cccs1)c1ccccc1)c1ccc(O)cc1	-0.1	0.5	91.0	20.0	88.0	12	20	91.0	90.0	90.0	88.0
CCN(CC)CCNC(=O)CSc1c2c(nc3cc(Cl)ccc13)CCCC2	2.0	1.6	95.0	-3.0	93.0	9	11	95.0	91.0	104.0	96.0
O=C(Nc1nc2ccccc2s1)NC1CCCCC1	0.1	12.5	101.0	-15.2	99.0	13	6	100.0	98.0	97.0	100.0
CCOC(=O)N1CCC(N(CCN(C)C)C(=S)Nc2cccc(SC)c2)CC1	0.0	-2.7	93.0	13.2	93.0	24	9	93.0	93.0	93.0	99.0
CSC1=NC(C)(C)CC2(C)Nc3ccccc3N12 (stereo not drawn)	0.0	0.2	101.0	-12.3	104.0	12	3	100.0	98.0	103.0	106.0
CCOC(=O)c1sc(NC(=O)Nc2cccc(Cl)c2)cc1C	-1.0	0.0	100.0	-3.6	99.0	16	3	99.0	103.0	103.0	105.0

A draw from above in order of heavy-atom count, largest number first.
SMILES	ABCB1 inh	ABCG2 inh	Cdc42 wt GTP	Pf gamet viab	HRas wt GTP	GSH fluor	Avidin fluor	Rab2 wt GTP	Rac1 act GTP bind	Rab7 wt GTP bind	Rac1 wt modul
NC(=O)c1ccc(CN2CCC(Cc3ccccc3)CC2)cc1	0.1	-0.5	92.0	-2.0	95.0	9	11	95.0	91.0	110.0	96.0
CCOC(=O)c1sc(NC(=O)Nc2cccc(Cl)c2)cc1C	-1.0	0.0	100.0	-3.6	99.0	16	3	99.0	103.0	103.0	105.0
c1ccc(Nc2c(-c3ccco3)nc3ccccn23)cc1	1.7	1.7	99.0	9.8	102.0	4	14	100.0	102.0	105.0	106.0
